Screening results from PubChem BioAssay.
CHRM4 agonist = human M4 muscarinic receptor agonists, primary screen, CHO-K1 cells, Fluo-8 calcium fluorescence; activation, % at 3 µM; CHO-K1 hM4/Gqi5; vehicle 0%, full acetylcholine response 100%; Muscarinic acetylcholine receptor M4 (Homo sapiens), P08173; 360,000 tested, 0.14% active;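 active means activation above the run mean over all test wells plus 3 SD, cut at about 32% in these data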;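 further: peak over basal fluorescence ratio per well then scaled between controls; 0% = DMSO wells and 100% = acetylcholine at EC100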
Target sequence (P08173 whole entry, looked up): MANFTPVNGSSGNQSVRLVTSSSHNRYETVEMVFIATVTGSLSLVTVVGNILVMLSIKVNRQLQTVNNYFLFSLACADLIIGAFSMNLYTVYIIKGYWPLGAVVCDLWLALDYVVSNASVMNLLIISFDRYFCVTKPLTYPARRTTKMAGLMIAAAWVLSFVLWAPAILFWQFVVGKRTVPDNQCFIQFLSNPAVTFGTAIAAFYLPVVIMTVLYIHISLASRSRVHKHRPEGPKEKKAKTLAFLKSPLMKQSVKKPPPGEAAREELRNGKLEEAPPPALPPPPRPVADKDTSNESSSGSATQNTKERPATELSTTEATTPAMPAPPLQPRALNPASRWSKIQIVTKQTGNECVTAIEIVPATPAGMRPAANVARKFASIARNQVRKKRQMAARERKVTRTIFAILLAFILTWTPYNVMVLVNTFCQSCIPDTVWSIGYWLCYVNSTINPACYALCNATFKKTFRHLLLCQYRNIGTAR
CHRM1 agonist = human M1 muscarinic receptor agonists, primary screen, Fluo-8 calcium fluorescence, CHO-K1 cells, HTS | CHO-K1 hM1, agonist mode; 0% DMSO, 100% acetylcholine EC100 | activation, % at 3 µM | 360,000 tested, 0.33% active | AID 588814, 2011;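 active means activation above the run's mean compound activation plus 3 SD, cut at about 16% in these data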;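 further: peak over basal fluorescence ratio within a 140 s kinetic read after compound addition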
Target sequence (P11229 whole entry, looked up): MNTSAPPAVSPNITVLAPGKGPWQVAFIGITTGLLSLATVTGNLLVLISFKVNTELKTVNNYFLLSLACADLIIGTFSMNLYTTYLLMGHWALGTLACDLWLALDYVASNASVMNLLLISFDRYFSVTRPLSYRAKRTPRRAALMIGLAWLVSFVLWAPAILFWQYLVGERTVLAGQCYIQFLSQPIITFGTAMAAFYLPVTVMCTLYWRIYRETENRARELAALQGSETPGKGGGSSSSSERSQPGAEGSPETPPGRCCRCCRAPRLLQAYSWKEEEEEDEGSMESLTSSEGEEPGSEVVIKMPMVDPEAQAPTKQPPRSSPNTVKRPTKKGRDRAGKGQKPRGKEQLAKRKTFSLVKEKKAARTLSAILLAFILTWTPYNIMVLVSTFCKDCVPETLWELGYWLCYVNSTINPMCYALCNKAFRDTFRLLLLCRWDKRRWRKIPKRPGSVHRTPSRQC
CHRM1 antagonist = human M1 muscarinic receptor antagonists, primary screen, CHO-K1 cells, Fluo-8 calcium fluorescence, 1536-well. Muscarinic acetylcholine receptor M1 (Homo sapiens), P11229. CHO-K1 hM1, ACh EC80 antagonist. inhibition, % at 3 µM. 360,000 tested, 1.3% active. AID 588852, 2011;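 active means percent inhibition above its own plate's cutoff, namely the mean of that plate's compound wells plus 3 SD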;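 further: peak over basal fluorescence ratio during 140 s after agonist addition; 0% = ACh EC80 plus DMSO and 100% = DMSO alone without agonist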
CHO parental Ca = ATP-evoked calcium signal inhibitors, parental CHO, primary screen, counter-screen for OX1R antagonist project, cell-based, fluorescence, Fluo-8 calcium dye; parental CHO-K1, ATP-induced calcium, Fluo-8 fluorescence; inhibition, % at 5.6 µM; 330,000 tested, 0.63% active; AID 463079, 2010;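 active means inhibition above that plate's mean sample inhibition plus 3 SD, cut at about 26% in these data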;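 further: 0% = ATP-challenged DMSO wells and 100% = DMSO wells without ATP; some compounds past the cut are filed as inactive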
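Test system: parental CHO cells; detection: calcium-sensitive Fluo-8 fluorescence; evaluation: percent inhibition of calcium signal; also added: ATP as calcium-mobilizing challenge; repeats: one well per compound; control set: ATP-challenged DMSO wells low, unchallenged DMSO wells high; compound: single nominal dose of 5.6 µM per compound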
CHO-K1 Ca antag = M1 antagonist counterscreen hit in parental CHO-K1 cells; ATP-induced calcium, Fluo-8 fluorescence; inhibition, % at 3 µM; 360,000 tested, 0.6% active; AID 602250;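 active means inhibition above a per-plate cutoff, the plate's mean sample inhibition plus 3 SD, cut at about 24% in these data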;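 further: 0% = DMSO plus EC80 ATP and 100% = DMSO alone without ATP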
M4 antag = human M4 muscarinic receptor antagonists, primary screen, CHO cells, Fluo-8 calcium fluorescence; inhibition, % at 3 µM; AID 624125, 2012; Muscarinic acetylcholine receptor M4 (Homo sapiens), P08173; CHO-hM4 cells, ACh EC80; 360,000 tested, 0.73% active;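 active means inhibition above its plate's cutoff, the mean inhibition of sample wells plus 3 SD, cut at about 27% in these data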;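 further: 0% = acetylcholine EC80 with DMSO and 100% = DMSO without agonist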
CHRM1 PAM = human M1 muscarinic receptor positive allosteric modulators, primary screen, CHO-K1 cells, Fluo-8 calcium fluorescence, 1536-well; CHO-K1 hM1, ACh EC20; 0% = ACh EC20, 100% = maximal ACh; Muscarinic acetylcholine receptor M1 (Homo sapiens), P11229; AID 588819, 2011; activation, % at 3 µM; 360,000 tested, 0.088% active; in the data active means activation above about 19%, passing the limit was not always enough
OXTR potentiator = human OXTR potentiators, primary screen, fluorescence, CHO-OTR cells, Fluo-8 calcium; 320,000 tested, 0.061% active; AID 2445, 2010; Fluo-8 calcium fluorescence, potentiator mode; 0% = oxytocin EC15, 100% = EC100; Oxytocin receptor (Homo sapiens), P30559; activation, % at 3 µM;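 active means activation above that plate's cutoff, the mean activation of tested compounds plus 3 SD, cut at about 6.6% in these data, passing the limit was not always enough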;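 further: 100% uses oxytocin at 75 nM as the full agonist control; some results filed as inactive read as strong as hits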
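Material: human OTR in CHO cells. Compound: 3.0 µM, one dose. Timing: compound 6 min at room temperature before oxytocin, 100 s read. Evaluation: % activation of max/min ratio relative to oxytocin controls. Replication: single well per compound, singlicate. Signal: Fluo-8 calcium dye fluorescence.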
CHO-K1 Ca ag = counter-screen for M1 agonists: effect in parental CHO-K1 cells; Fluo-8 calcium fluorescence; scaled to maximal ATP response, vehicle zero; activation, % at 3 µM; 360,000 tested, 0.48% active; AID 602248, 2012; in the data active means activation above about 15%;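 further: untransfected CHO-K1 host cells lacking M1 receptor as counterscreen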
Starred values were filed as active, the others as inactive; x = not tested or not shown.

SMILES	CHRM4 agonist	CHRM1 agonist	CHRM1 antagonist	CHO parental Ca	CHO-K1 Ca antag	M4 antag	CHRM1 PAM	OXTR potentiator	CHO-K1 Ca ag
O=C(Nc1ccc(-c2nnc(-c3ccccc3)o2)cc1)C1CCCO1 (stereo not given)	1	-2	3	5	0	5	0	-9	1.0
N#Cc1cnc(NOCc2ccc(Cl)cc2)nc1	1	-6	3	-11	2	1	1	-18	0.3
Cc1occc1C(=O)NC(C)CCc1ccccc1 (stereo not given)	0	-3	-1	-15	0	4	2	4	0.1
O=C(O)c1cc2nc(-c3cccs3)cc(C(F)(F)F)n2n1	1	-1	3	1	0	-8	5	-10	0.1
CC1=CC(=O)C(C(C)C)=CC1=NC(=O)c1ccc(C)cc1	0	-6	4	-9	-4	8	2	-7	-0.3
CC1CCN(CCCNC(=O)C2CCC(CNS(=O)(=O)c3ccccc3)CC2)CC1 (stereo not given)	1	-4	-3	-10	-12	-13	0	-7	-0.1
COc1ccccc1-c1nc2ccccc2c(=O)n1O	0	-1	-18	16	-5	-3	19	-5	0.0
CC(=O)NC(Cc1ccc(C)cc1)C(=O)NC1CCN(C(=O)NCc2ccccc2)CC1 (stereo not given)	0	-5	-8	x	-14	-4	7	x	0.1
CCC1CN(C(=O)N2CCC(C(=O)NCc3cccc(OC)c3OC)CC2)c2cc(C)ccc2O1 (stereo not given)	7	-1	4	-10	-8	1	-5	-8	4.0
COc1ccc(OCc2cc(C(=O)N3CCC(c4ccccc4)CC3)no2)c(Cl)c1	3	-2	-13	-4	-8	-7	9	-10	0.5
Cc1c(C(=O)Nc2ccccc2F)sc2ncn(CC(=O)N3CCOCC3)c(=O)c12	2	1	0	-13	-14	6	3	-5	3.4
O=C(NCCCN1CCOCC1)c1ccc(Sc2ccc(F)cc2)c([N+](=O)[O-])c1	3	-11	4	-19	4	1	-20	1	3.8
COC(=O)c1nccnc1C(=O)Nc1ccccc1N1CCOCC1	1	-1	-7	-4	-7	-6	3	1	-0.2
O=C(O)/C=C\C(=O)Nc1ccccc1N1CCN(c2ccccc2)CC1	1	-5	7	-16	-2	-5	-2	-5	0.0
COCC(=O)Nc1ccccc1NC(C)=O	0	-2	-3	-2	2	3	2	-13	0.2
C[C@]12c3[nH]c4ccc(Cl)cc4c3CCN1C(=O)[C@@H](CC(=O)NCc1cccc(C(F)(F)F)c1)C[C@@H]2C(=O)N1CCCCC1	0	-1	-11	-5	-3	-4	8	x	2.5
COc1ccccc1N(C)S(=O)(=O)c1ccc(C(=O)OCC(=O)Nc2ccc(C(N)=O)cc2)cc1	3	-1	3	-6	4	4	-1	-5	0.4
O=C(Nc1ccc(Cl)c(Cl)c1)Nc1ccccn1	1	-2	-3	-1	16	2	0	-12	8.2
Oc1ccc2ccccc2c1CN1CCN(C/C=C/c2ccccc2)CC1	1	-7	77*	-8	-4	7	-30	-7	0.1
COc1ccc(CN(C)C(=O)c2cccc(S(=O)(=O)N3CCN(c4ccccc4)CC3)c2)c(OC)c1OC	14	-2	19	17	2	7	-9	-18	10
Cc1cc(S(=O)(=O)NCCN2CCOCC2)ccc1Cl	0	-5	3	-6	-6	-2	4	-1	0.1
Cc1cccc(NC(=S)NNC(=O)c2ccccc2OC(F)F)c1	0	-3	0	-3	-13	5	0	-4	1.4
COCCCn1cc(CN2CC(N3CCN(C)CC3)CS2(=O)=O)nn1 (stereo not given)	1	x	x	x	-12	-2	x	x	0.2
O=C(NCC(=O)N(c1ccc(F)cc1)C(C(=O)NC1CCCC1)c1ccncc1)c1ccco1 (stereo not given)	3	0	-1	-9	-2	-1	2	-3	5.2
CCOc1cc(N2CCOCC2)c(OCC)cc1NC(=O)C(C)C	0	-3	-7	-2	-20	-1	3	0	1.7
CCOC(=O)C1=C(C)N(c2ccc(OCC)cc2)C(=O)/C1=C\c1ccco1	2	-8	-16	-5	-15	-18	14	-1	0.2
CCCCOc1ccc(C(=O)Nc2ccc(S(=O)(=O)Nc3onc(C)c3C)cc2)cc1	0	-6	-5	-8	3	4	3	-5	0.1
CCCC(=O)Nc1nnc(S(=O)(=O)N(CC)c2ccc(OC)cc2)s1	1	-7	-11	x	2	0	4	x	-1.2
C=CCc1ccc(OCCCOc2ccc(C)cc2OC)c(OC)c1	0	-4	1	-11	-12	0	2	-6	3.4
CC(Sc1nnnn1-c1ccccc1)C(=O)Nc1ccccc1-c1ccccc1 (stereo not given)	3	-11	6	-29	-10	7	1	-12	0.9
COC(=O)N/N=C/c1cc([N+](=O)[O-])cc(Br)c1O	1	-5	0	-4	-4	4	-1	0	0.2
Cn1c(N)c(C(=O)c2ccccc2)c(=O)n(C)c1=O	0	5	-13	-3	-4	3	6	-11	0.1
CC(C)(C)C(=O)Nc1ccc(C(=O)N/N=C/C2CC3C=CC2C3)cc1 (stereo not given)	1	0	1	-6	7	-10	15	-14	0.5
COCCN(C(=O)CSc1nnc(-c2ccccc2F)o1)c1c(N)n(Cc2ccccc2)c(=O)[nH]c1=O	0	-4	-14	x	-19	-8	5	x	0.5
O=C(Nc1ccccc1-c1ccccc1)C12CC3CC(CC(C3)C1)C2	-3	1	-10	-12	-1	-4	4	-26	-0.4
Cc1cc(F)cc(-c2cc(C(=O)NCc3ccccn3)[nH]n2)c1	3	-2	-15	x	-11	-12	5	x	0.3
COc1ccc(S(=O)(=O)N2CCC(C(=O)Nc3nnc(C)s3)CC2)cc1OC	-1	-3	-6	19	-24	-4	6	-9	1.6
CCc1nc2ccc(C(=O)N3CCN(S(=O)(=O)CC)CC3)cn2c1N(CC)CCOC	0	-9	-12	x	7	-4	7	x	0.2
Cc1c(C(=O)OCc2nc3ccsc3c(=O)[nH]2)oc2ccccc12	1	-3	-5	-21	-4	10	3	-5	0.4
COc1ccc(S(=O)(=O)NC(C)C(=O)NCCN2CCOCC2)cc1Cl (stereo not given)	0	4	-3	1	-4	-12	2	-8	7.5
CC(C)(C)c1ccc(OCCC(=O)Nc2ccc(N3CCOCC3)cc2N2CCOCC2)cc1	6	-5	-6	-13	1	-25	2	-7	0.2
O=c1cc(Cl)c2ccccc2n1-c1ccccc1	-2	-7	-9	-13	-13	-6	5	0	-2.1
CC(=O)N(C(C)=O)c1cccc2c(N(C(C)=O)C(C)=O)cccc12	0	-3	0	2	1	4	4	-3	-0.2
Cc1cc(SCC(=O)NCCC2=CCCCC2)nc2ccccc12	-2	-8	-14	-3	1	2	14	-3	-0.2
Cc1noc(C)c1COc1ccccc1C(=O)N(C)CC(=O)Nc1ccc(Cl)c(Cl)c1	6	-1	-4	-11	-1	-12	9	-17	0.7
Cc1ccc(Cl)cc1NC(=O)CC(O)(C(F)(F)F)C(F)(F)F	12	0	16	5	3	-11	-8	-12	11
COc1ccccc1C1CN(c2ccc(F)cc2F)N=C1c1cccs1 (stereo not given)	-2	-7	0	-27	-15	-3	-3	-2	0.1
O=C(Nc1cc(C(F)(F)F)ccc1Cl)C(Sc1nnc(-c2cccs2)o1)c1ccccc1 (stereo not given)	4	-5	-2	14	-1	1	1	-2	3.6
C/C(=N\Nc1ccc([N+](=O)[O-])cc1[N+](=O)[O-])C(C)(C)C(C(=O)O)C(=O)O	0	-6	-2	-7	-3	13	5	-3	0.4
Cc1ccccc1CSc1nnc(C)c(=O)[nH]1	0	-3	-12	0	-3	-1	7	1	0.0
COc1cc(/C=C/C(=O)OC[C@H]2O[C@H](OC3(CO)OC(CO)C(O)C3O)[C@H](O)[C@@H](O)[C@@H]2O)ccc1O (stereo not given in full)	0	-2	1	4	1	9	3	-1	0.0
CCCN1C(=O)c2cc(C(=O)NC3CCCCCC3)ccc2C1O (stereo not given)	1	-1	9	-11	10	-4	-6	-6	0.6
CC(C)=C1C2CCC1C1C(=O)N(c3nc(-c4ccc(C(C)C)cc4)c(C)s3)C(=O)C21 (stereo not given)	0	-6	-13	-8	-13	-9	-6	-16	0.3

Ordered by the number under CHRM4 agonist (falling): some entries from above.
SMILES	CHRM4 agonist	CHRM1 agonist	CHRM1 antagonist	M4 antag	CHRM1 PAM	OXTR potentiator
O=C(Nc1cc(C(F)(F)F)ccc1Cl)C(Sc1nnc(-c2cccs2)o1)c1ccccc1 (stereo not given)	4	-5	-2	1	1	-2
CCCN1C(=O)c2cc(C(=O)NC3CCCCCC3)ccc2C1O (stereo not given)	1	-1	9	-4	-6	-6
CC(C)=C1C2CCC1C1C(=O)N(c3nc(-c4ccc(C(C)C)cc4)c(C)s3)C(=O)C21 (stereo not given)	0	-6	-13	-9	-6	-16

5 entries picked at random from the list so far, as already listed:
SMILES	CHRM4 agonist	CHRM1 agonist	CHRM1 antagonist	CHO parental Ca	CHO-K1 Ca antag	M4 antag	CHRM1 PAM	OXTR potentiator	CHO-K1 Ca ag
CC(Sc1nnnn1-c1ccccc1)C(=O)Nc1ccccc1-c1ccccc1 (stereo not given)	3	-11	6	-29	-10	7	1	-12	0.9
O=C(NCC(=O)N(c1ccc(F)cc1)C(C(=O)NC1CCCC1)c1ccncc1)c1ccco1 (stereo not given)	3	0	-1	-9	-2	-1	2	-3	5.2
CC(=O)NC(Cc1ccc(C)cc1)C(=O)NC1CCN(C(=O)NCc2ccccc2)CC1 (stereo not given)	0	-5	-8	x	-14	-4	7	x	0.1
O=C(Nc1ccc(Cl)c(Cl)c1)Nc1ccccn1	1	-2	-3	-1	16	2	0	-12	8.2
Cc1occc1C(=O)NC(C)CCc1ccccc1 (stereo not given)	0	-3	-1	-15	0	4	2	4	0.1

An unsorted share of the library. Share with any hit: about 2.9%.
